Screens deposited in PubChem by National Center for Advancing Translational Sciences (NCATS).
TDP1 cell noCPT – qHTS for Inhibitors of human tyrosyl-DNA phosphodiesterase 1 (TDP1): qHTS in cells in absence of CPT. DT40 Tdp1-/- hTDP1 cells, no CPT, ATP luminescence, 48 h. Potency, µM (series often up to 46.2 µM), for inactives: at the top dose activity change, negative = growth inhibition, actives largely listed as inhibitors. actives 15% (n = 420,000). AID 686978, 2013; further: nearly all actives have a fitted effect of over 55% in size
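Compound effects on proliferation are scored in DT40 Tdp1-/-;hTDP1 cells in the absence of CPT. ATP levels (CellTiter-Glo luminescence) are recorded after a ≥48 hr, 37 °C incubation.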
TDP1 inh – qHTS Assay for Inhibitors of Tyrosyl-DNA Phosphodiesterase (TDP1). recombinant TDP1, AlphaScreen DNA substrate cleavage. Potency, µM (series often up to 130 µM), for inactives: at the top dose activity change, negative = inhibition, most hits filed as inhibitors. actives 0.28% (n = 350,000). AID 485290, 2010; further: nearly all actives have a fitted effect of over 40% in size
Target sequence (Q9NUW8 whole entry, looked up): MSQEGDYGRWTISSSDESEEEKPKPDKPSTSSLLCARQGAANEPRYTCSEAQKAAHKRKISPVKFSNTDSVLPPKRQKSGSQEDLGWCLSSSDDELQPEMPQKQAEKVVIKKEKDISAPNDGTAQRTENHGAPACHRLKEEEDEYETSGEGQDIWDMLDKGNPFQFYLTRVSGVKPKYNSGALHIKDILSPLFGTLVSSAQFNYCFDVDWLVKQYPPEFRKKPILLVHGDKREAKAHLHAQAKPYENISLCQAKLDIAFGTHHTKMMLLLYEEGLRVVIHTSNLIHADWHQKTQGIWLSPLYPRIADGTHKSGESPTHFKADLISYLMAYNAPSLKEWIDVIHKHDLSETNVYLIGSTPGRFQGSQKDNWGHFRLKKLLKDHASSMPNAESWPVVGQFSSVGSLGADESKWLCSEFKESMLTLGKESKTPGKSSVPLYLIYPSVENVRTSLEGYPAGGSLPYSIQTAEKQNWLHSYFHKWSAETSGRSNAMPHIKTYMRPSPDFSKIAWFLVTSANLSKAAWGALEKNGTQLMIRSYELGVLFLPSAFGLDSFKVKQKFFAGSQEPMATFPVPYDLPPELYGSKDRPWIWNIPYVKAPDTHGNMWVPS
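AlphaScreen read-out: signal falls as enzyme removes the 3' tyrosine-FITC from a 5'-biotinylated DNA oligo (15 nM, 5 min, RT). Enzyme was E. coli-made recombinant Tdp1 at 1 nM, exposed to compound for 15 min beforehand; beads 10 ug/ml, 10 min.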
DT40 TDP1 CPT – qHTS for Inhibitors of human tyrosyl-DNA phosphodiesterase 1 (TDP1): qHTS in cells in presence of CPT; actives 12% (n = 420,000); Potency, µM (top dose mostly 46.2 µM), inactives show at the highest dose activity change, negative = growth inhibition, hits mostly inhibitors; chicken DT40 Tdp1-/-;hTDP1 cells + 20 nM CPT, ATP luminescence, 48 h; AID 686979, 2013; further: nearly all actives have a fitted effect of over 55% in size
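Chicken DT40 Tdp1-/- cells stably complemented with human TDP1 were seeded at 400 cells/well in medium containing 20 nM camptothecin, exposed to pin-transferred compounds, and grown at 37 °C for at least 48 hr. Viability was read as ATP luminescence.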
Active calls of the source: *; ? = inconclusive; . = no result given; & = joins results of further samples; [ ] = remark or other dose. The call rests on the fitted dose curve; in most records, active means well fitted curve in the direction sought with a large enough effect; inconclusive means small, poorly fitted or top-dose-only effect, or another doubt; inactive means no such curve, though single readings can be large; an effect the other way counts as inactive or inconclusive. On the % scale 0 is the no-effect control and ±100 the full control effect; potency means the concentration at half of the fitted maximal effect.

nr | mol | TDP1 cell noCPT | TDP1 inh | DT40 TDP1 CPT
1 | COC(=O)C[C@H]1c2cc(F)ccc2S(=O)(=O)N1c1ccccc1 | -15%&-15% | . | 6%&-28%
2 | Cc1ccc2nc(S(=O)(=O)O)[nH]c2c1 | 5% | -1% | -2%
3 | CSc1nc(C(=O)NCc2nc(-c3cccc(NC(=O)c4ccc(C)s4)c3)oc2C)cs1 | -2% | . | 9%[9.04 µM]
4 | COc1ccc(CNC(=O)CN(C)c2nn3c(=O)cc(C)nc3s2)cc1 | -1% | 5% | -10%
5 | COc1ccc(C(=O)OCCN2CCCCC2)cc1 | 0% | 3% | 1%
6 | CCOC(=O)C1=CCN(S(=O)(=O)c2ccc(C)cc2)C1c1ccccc1 (configuration not stated) | ? | . | ?
7 | CCOc1cccc(/C=C/c2ccc3cccc(O)c3n2)c1OC | 18µM* | . | 21µM*
8 | NC(=O)c1c(NC(=O)CN2CCCC2)sc2c1CCCC2 | 16µM* | 2% | 9.2µM*
9 | COc1cccc(/C=N/NC(=O)CSc2ccccc2C)c1O | 1.3µM* | 8% | 1.2µM*
10 | CC(C(=O)Nc1ccc2c(c1)OCCO2)N(C)CC(=O)Nc1ccccc1Br (configuration not stated) | -10% | 0% | -6%
11 | N#CC(C(=O)NC1CCCCC1)c1nc2ccccc2nc1N1CCN(c2ccccc2F)CC1 (configuration not stated) | -23% | 4% | ?
12 | CC(=O)c1ccccc1-c1ccc2c(c1)CC(CNC(=O)c1ccnc(Cl)c1)O2 (configuration not stated) | 21µM* | . | 23µM*
13 | Cn1cc([N+](=O)[O-])c(C(=O)Nc2ccc(C(=O)N3CCCCC3)cc2)n1 | 0% | 0% | -4%
14 | Cc1cc(C)n2nc(SCC(=O)N3CCN(c4ccccc4)CC3)nc2n1 | -5% | 2% | 0%
15 | CCN1CCCC1CNC(=O)C(=O)Nc1ccccc1OC (configuration not stated) | -7% | 3% | -6%
16 | COc1ccc(NC(=O)c2ccccc2SC)c(OC)c1 | ? | 1% | -21%
17 | O=C(NCc1c[nH]c2ccccc12)c1ccccc1 | -5% | . | 1%
18 | CC(=O)Nc1ccc(NC(=O)CSc2ccc3nnc(CCNS(=O)(=O)c4ccc(C)cc4)n3n2)cc1 | 29% | 1% | -12%
19 | CC(=O)N[C@@H](C)C(=O)N1CCN(S(=O)(=O)c2ccc(Cl)cc2)CC1 | -4% | 5% | 1%
20 | CC1(C)N=C(c2cccs2)C(C)(C)N1O | -21% | 5% | -17%
21 | Nc1nc2ccc(Cl)cc2o1 | -7% | . | 9%
22 | O=C(CCCC(=O)N1CCN(c2cccc(Cl)c2)CC1)c1ccccc1 | 18µM* | . | 15µM*
23 | COc1ccc(NC(=O)CN2CCN(C(=S)NC3CCCC3)CC2)cc1 | 0% | 4% | -3%
24 | CCOC(=O)c1cnn(-c2ccccc2)c1-c1ccncc1 | -22% | . | ?
25 | O=[N+]([O-])c1ccc(Oc2ncccn2)cc1 | -1% | . | 2%
26 | Cc1ccc(NC(=O)c2noc3c2CCCCC3)cc1 | -15% | 1% | 2%
27 | O=C(Cn1cc(C(F)(F)F)ccc1=O)NC(c1ccccc1)c1ccccc1 | -8% | -1% | -18%
28 | CCCOC(=O)C1[C@H]2C(=O)N(CCCOC)C[C@]23C=C[C@H]1O3 (some centres not stated) | -9% | 7% | -16%
29 | CC(C)C[C@H]1CNC(=O)C(=O)N1C[C@H](Cc1ccc(O)cc1)NC(=O)Cc1ccccc1 | ? | . | 6%
30 | Cc1c(C(=O)O)sc(=S)n1CCOc1ccccc1 | -13% | 0% | -3%
31 | Cc1cccc(NC(=O)COc2cccc3c2CCN(C)C3=O)c1C | ? | 9% | ?
32 | Cc1ccc(NC(=O)/C=C/c2ccco2)nc1 | 0.0058µM* | . | 0.013µM*
33 | COc1cccc(CNC(=O)Cn2c(=O)oc3ccccc32)c1OC | -18% | 9% | 1%
34 | O=C(Nc1nc2c(s1)CCCC2)c1cccs1 | 21µM* | 5% | ?
35 | O=C(Nc1ccc(N2CCN(C(=O)c3ccco3)CC2)cc1)c1cc(Br)ccc1Cl | ? | 1%[56.1 µM] | ?
36 | CC(=O)c1c(C)[nH]c(C(=O)OCC(=O)Nc2ncc(Cl)c(C)c2Cl)c1C | ? | -5% | -9%
37 | COc1ccc(C(=O)O/N=C(/c2ccccc2)c2ccncc2)cc1 | ? | 7% | -34%
38 | NNC(=O)c1nnn(-c2nonc2N)c1CN1CCCC1 | -27% | . | -7%
39 | O=C(c1cc(C(F)(F)F)cc(C(F)(F)F)c1)N1CCC[C@@]2(CCN(Cc3nccs3)C2)C1 | -29% | . | 14%
40 | Cc1c(Br)c([N+](=O)[O-])nn1CC(=O)Nc1sc2c(c1C(=O)OC(C)C)CCC(C)C2 (configuration not stated) | ? | -1% | ?
41 | C=CCN1C(=O)C(Cc2ccccc2Cl)SC1=Nc1ccc(C(=O)O)cc1 (configuration not stated) | 25% | . | 3%
42 | COc1ccc(CCN(C)C(=O)CSc2nnc(-c3ccco3)o2)cc1OC | 3% | 5% | -5%
43 | CN1C(=O)CCC1c1cccnc1 (configuration not stated) | -7%&1% | 7%[56.1 µM] | -7%&1%
44 | Cc1ccc(-n2nc3ccc(NC(=O)c4cccc([N+](=O)[O-])c4C)cc3n2)cc1 | ? | 8% | -5%
45 | C(=C\c1ccnc2ccccc12)/c1ccnc2ccccc12 | 18µM* | . | ?
46 | CC(=O)C1=C(C)NC(=O)NC1c1ccc2c(c1)OCO2 (configuration not stated) | 13% | . | 13%
47 | CC(C)Cc1cc(C(=O)Nc2ccc3c(c2)OCO3)no1 | -25% | 5% | -16%
48 | COc1ccc(/C=N/N=C(\N)c2nonc2N)cc1 | -21% | 5% | -5%
49 | COc1cc(NC(=O)c2ccccc2)ccc1NC(=O)c1cc2ccccc2o1 | ? | 2%[12.3 µM] | ?
50 | CC(C)(Cl)C1Cc2cc3ccc(=O)oc3cc2O1 (configuration not stated) | -8% | 3% | -7%
51 | Cc1nc(-c2cccc(N)c2)cs1 | -4% | 3% | -18%
52 | CSc1nnc2c3ccccc3n(CCc3ccccc3)c2n1 | 16µM* | 2% | 7.3µM*
53 | NC(=O)c1ccsc1NC(=O)COC(=O)Cc1ccsc1 | ? | -8% | ?
54 | COc1ccc(S(=O)(=O)N(CC(=O)NCCSc2ccccc2)c2ccc(C)cc2)cc1 | 13µM* | . | 18µM*
55 | O=C(CN1CCN(CN2C(=O)NC3(CCCCCC3)C2=O)CC1)Nc1ccc(F)cc1 | 0% | 3% | -11%
56 | O=C(CSc1nnc2ccccn12)N1CCOCC1 | -3% | 2% | 7%
57 | O=C(NCCc1ccccc1)c1c[nH]c2ccc(F)cc2c1=O | -18% | . | 9%
58 | O=C(Nc1nccs1)c1ccc2ccccc2n1 | -18% | . | -10%
59 | CCN(CC1COc2ccccc2O1)C(=S)Nc1ccccc1 (configuration not stated) | 2.8µM* | 1% | ?
60 | CCc1ccc(N2C(=O)CN(Cc3cc(OC)c(OC)c(OC)c3)C2=S)cc1 | 23µM* | 0% | 16µM*

Four structures already listed, sorted by number of heavy atoms, smallest number first:
nr | mol | TDP1 cell noCPT | TDP1 inh | DT40 TDP1 CPT
51 | Cc1nc(-c2cccc(N)c2)cs1 | -4% | 3% | -18%
53 | NC(=O)c1ccsc1NC(=O)COC(=O)Cc1ccsc1 | ? | -8% | ?
57 | O=C(NCCc1ccccc1)c1c[nH]c2ccc(F)cc2c1=O | -18% | . | 9%
60 | CCc1ccc(N2C(=O)CN(Cc3cc(OC)c(OC)c(OC)c3)C2=S)cc1 | 23µM* | 0% | 16µM*

Next part
nr | mol | TDP1 cell noCPT | TDP1 inh | DT40 TDP1 CPT
61 | Cc1cc2c(cc1C)C(c1ccccc1OC(C)C)CC(=O)N2 (configuration not stated) | ? | 5% | ?
62 | O=C(CSCc1ccc(F)cc1)Nc1ccc(F)cc1 | -11% | 3% | -6%
63 | CC(NCc1ccccc1OC1CCCC1)c1ccccc1 (configuration not stated) | ? | . | ?
64 | C=CCc1ccc(OCCOCCOc2cccc3ccc(C)nc23)c(OC)c1 | 11µM* | 0% | 18µM*
65 | Cc1cccc(-c2nc(S(=O)(=O)c3ccc(F)cc3)c(NCCCN3CCOCC3)o2)c1 | ? | 10% | ?
66 | O=C(Cn1nnc(-c2ccccc2)n1)N1CCCCC1 | 19% | 1% | 0%
67 | CN(CC(=O)Nc1cccc(F)c1)CC(=O)Nc1ccccc1[N+](=O)[O-] | 12µM* | -3% | 23µM*
68 | c1ccc2cc(OCc3nc4ccccc4[nH]3)ccc2c1 | ? | 7% | ?
69 | Cc1occc1C(=O)N/N=C/C1=C(N2CCOCC2)C(=C\c2ccc(Cl)cc2)/CC1 | 0.92µM* | 3% | ?
70 | C#CCOCCOCCOCCNc1nc(N2CCN(C(=O)CCCCCCCCCCNC(=O)Cn3cc(CCCCCN)nn3)CC2)nc(N2CCN(C(=O)CCCCCCCCCCNC(=O)[C@H](CO)n3cc(CCCCCN)nn3)CC2)n1 | ? | 12% | ?
71 | COc1ccccc1NC(=O)C(=O)N/N=C/c1cccs1 | -38% | 4% | -8%
72 | CCc1nc(NCc2cccnc2)c2oc3ccccc3c2n1 | ? | 6% | -25%
73 | COc1cc(Cl)c(NS(=O)(=O)c2cc(-c3cc(C)no3)ccc2OC)c(OC)c1 | ? | 3% | ?
74 | CCOc1ccc2nc3cc(NCc4ccc(OC)cc4)ccc3c(N)c2c1 | 21µM* | . | 15µM*
75 | O=C(Nc1ccc(C(=O)OC[C@@H]2CCCN3CCCC[C@H]23)cc1)c1cccc(Br)c1 | 18µM* | 6% | ?
76 | COc1ccc(OC)c(S(=O)(=O)NCCCc2ccccc2)c1 | -6% | . | 24%
77 | C=CCOc1ccc(/C=C/C(=O)Nc2ccc(C(=O)NC)cc2)cc1 | ? | 3% | -21%
78 | Cc1oc2c(C)c(O)ccc2c(=O)c1-c1nncn1-c1ccccc1 | -9% | 0% | -27%
79 | COc1ccc(NC(=O)C2CCN(c3nc(-c4ccc(OC)cc4)no3)CC2)cc1 | ? | . | ?
80 | Cn1cnc2c1c(=O)n(CC(O)CO)c(=O)n2C (configuration not stated) | -7% | 6% | -3%
81 | COc1cccc(C(=O)N2CCC(C(=O)NCc3ccc(C)cc3)CC2)c1 | ? | . | -2%
82 | COc1ccccc1N(CC(=O)NCc1ccccc1C)S(=O)(=O)c1ccc(C)cc1 | ? | . | ?
83 | O=C(NC1CCCC1)C(c1ccc(F)cc1)N(C(=O)Cc1cccs1)c1ccc2c(c1)OCCO2 (configuration not stated) | ? | 1% | ?

Whole records from above. Values in the order: TDP1 cell noCPT | TDP1 inh | DT40 TDP1 CPT
CC(=O)N[C@@H](C)C(=O)N1CCN(S(=O)(=O)c2ccc(Cl)cc2)CC1 reads -4% | 5% | 1%
COc1ccccc1N(CC(=O)NCc1ccccc1C)S(=O)(=O)c1ccc(C)cc1 reads ? | . | ?
CCOC(=O)c1cnn(-c2ccccc2)c1-c1ccncc1 reads -22% | . | ?
O=C(NC1CCCC1)C(c1ccc(F)cc1)N(C(=O)Cc1cccs1)c1ccc2c(c1)OCCO2 (configuration not stated) reads ? | 1% | ?
CCOC(=O)C1=CCN(S(=O)(=O)c2ccc(C)cc2)C1c1ccccc1 (configuration not stated) reads ? | . | ?
